STEP inh – blocks human striatal-enriched tyrosine phosphatase. P54829. recombinant STEP, OMFP fluorogenic substrate, fluorescence. inhibition, % at 20 µM. hit rate 0.25% among 360,000. AID 588621;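 active = inhibition at 20 µM, scaled per plate between control wells, above about 37%, limit read from the data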;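 also: 0% = DMSO with enzyme and substrate and 100% = substrate only without enzyme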
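material = STEP tyrosine phosphatase | reagent = fluorogenic phosphatase substrate OMFP at 25 µM final | doses = single compound dose of 20 µM, 1% DMSO final | schedule = 20 min reaction, room temperature, in the dark | measured by = fluorescence, 480/540 nm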
PABP1 MLLE inh – inhibitors of microRNA-mediated deadenylation, human PABP1 MLLE binding | GST-MLLE / FITC-PAM2 fluorescence polarization | inhibition, % at 20 µM | P11940 | hit rate 0.36% among 360,000 | AID 588489; in the data active = inhibition above about 35%, passing the limit was not always enough;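 also: plate controls were DMSO wells with GST-MLLE for no effect and wells lacking GST-MLLE protein for full effect; some results filed as inactive read as strong as hits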
DNMT1 inh – inhibitors of human DNMT1. DNMT1 molecular beacon, Hinp1I cleavage, fluorescence. P26358. inhibition (reported as % activation of signal), % at 10 µM. hit rate 0.83% among 360,000; in the data active = inhibition above about 50%
CSN deneddyl inh – inhibitors of human CSN-mediated cullin deneddylation; inhibition, % at 12.5 µM; hit rate 0.38% among 360,000; Q92905; Purified CSN, SCF-Nedd8-OG deneddylation, fluorescence polarization;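 active = pattern-corrected inhibition above about 35%, with an unprinted fluorescence ratio check between 0.5 and 1.5, limit read from the data, passing the limit was not always enough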;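 also: 0% = enzyme with substrate and 100% = substrate without enzyme; some results filed as inactive read as strong as hits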
Target sequence (Q92905 whole entry, looked up, one chain of several): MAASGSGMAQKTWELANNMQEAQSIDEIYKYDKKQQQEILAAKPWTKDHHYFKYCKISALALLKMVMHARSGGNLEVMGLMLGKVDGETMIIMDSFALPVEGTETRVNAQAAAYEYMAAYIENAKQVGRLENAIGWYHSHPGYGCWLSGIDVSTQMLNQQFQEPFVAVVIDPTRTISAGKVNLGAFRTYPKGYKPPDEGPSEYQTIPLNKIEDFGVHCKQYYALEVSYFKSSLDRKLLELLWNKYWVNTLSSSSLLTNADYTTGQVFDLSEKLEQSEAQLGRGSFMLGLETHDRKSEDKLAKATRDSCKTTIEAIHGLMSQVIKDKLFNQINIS
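assay system = purified human Csn5 enzyme expressed in HEK293T cells | amount = 0.24 nM enzyme | buffer or medium = Tris/NaCl/DTT buffer, pH 7.5 | reagent = 10 nM SCFSkp2-Nedd8OG | compound = one concentration, 12.5 µM, 0.25% DMSO | times = 90 min reaction at room temperature | signal = FP | read-out basis = % inhibition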
SUMO1 PPI mod – SUMO1-SIM interaction modulation; P63165; SUMO1 binding to a labelled peptide, TR-FRET, 1 h; inhibition, % at 20 µM; hit rate 0.33% among 360,000; AID 602429; in the data active = inhibition above about 37%
Target sequence (P63165 whole entry, looked up): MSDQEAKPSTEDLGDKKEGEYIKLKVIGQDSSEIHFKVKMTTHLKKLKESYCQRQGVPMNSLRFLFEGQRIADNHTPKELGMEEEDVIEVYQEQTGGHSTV
LMPTP block – LMPTP (human) inhibition | hit rate 0.22% among 360,000 | AID 651560 | P24666 | recombinant LMPTP-A, OMFP fluorogenic substrate, fluorescence intensity | inhibition, % at 20 µM;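 active = compounds that cut the enzyme signal by at least half of the control window in the single-dose screen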;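 also: plate controls were DMSO wells with enzyme plus substrate for no effect and substrate without enzyme for full effect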
Target sequence (P24666 whole entry, looked up): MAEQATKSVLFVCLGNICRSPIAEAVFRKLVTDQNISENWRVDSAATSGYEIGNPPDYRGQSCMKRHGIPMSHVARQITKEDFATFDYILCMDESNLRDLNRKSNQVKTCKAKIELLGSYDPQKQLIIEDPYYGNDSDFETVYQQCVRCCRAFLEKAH
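Test system: LMPTP-A phosphatase enzyme. Amount: LMPTP-A at 0.625 nM final in the reaction. Reagent: OMFP substrate, 400 µM final. Times: 50 min at room temperature. Signal: endpoint fluorescence intensity from OMFP dephosphorylation. Read-out basis: % inhibition. Benchmarks: no-enzyme and uninhibited controls.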
TbMetRS inhib – blocks T. brucei methionyl-tRNA synthetase activity. inhibition, % at 11.9 µM. purified T. brucei MetRS, ATP depletion, Kinase-Glo luminescence. hit rate 0.4% among 360,000;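 active = inhibition above a per-plate cutoff of the control wells' mean inhibition plus 3 SD, cut at about 5.5% in these data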;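 also: 0% = DMSO wells median and 100% = median of wells with control inhibitor compound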
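Test system – parasite MetRS enzyme · Reagent – substrates ATP, L-methionine and bulk Escherichia coli tRNA · Doses – 11.9 µM compound single dose, 0.9% DMSO · Times – 15 min enzyme-compound preincubation, 2 h reaction, 10 min detection, 25 °C · Signal – Kinase-Glo luminescence, ATP depletion format · Controls – DMSO-only wells as low control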
Rpn11 block – blocks the human proteasome subunit Rpn11. hit rate 0.59% among 360,000. calls only at 20 µM. O00487. human 26S proteasome, Ub4-pepOG fluorescence polarization; 20S core pre-blocked with epoxomicin. AID 588493;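 active = inhibition at 20 µM, scaled to each plate's controls, above about 33%, limit read from the data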
Target sequence (O00487 whole entry, looked up): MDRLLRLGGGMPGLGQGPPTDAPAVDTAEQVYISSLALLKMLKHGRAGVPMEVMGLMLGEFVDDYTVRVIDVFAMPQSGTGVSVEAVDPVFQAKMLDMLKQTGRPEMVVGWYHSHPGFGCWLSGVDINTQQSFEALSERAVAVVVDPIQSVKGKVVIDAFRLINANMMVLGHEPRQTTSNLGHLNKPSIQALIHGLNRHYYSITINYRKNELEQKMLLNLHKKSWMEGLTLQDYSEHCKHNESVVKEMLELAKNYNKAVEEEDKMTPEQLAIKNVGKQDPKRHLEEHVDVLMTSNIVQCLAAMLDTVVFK
Scp1 inh – Scp-1 (human) phosphatase inhibition; Q9GZU7; Recombinant Scp1, phosphopeptide, malachite green phosphate absorbance; inhibition, % at 20 µM; hit rate 0.88% among 340,000;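 active = inhibition above about 50% at 20 µM, limit read from the data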;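 also: plate controls were DMSO wells with enzyme for no effect and wells lacking enzyme for full effect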
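Material: truncated SCP-1 phosphatase (76-261aa) / Buffer or medium: 50 mM Tris acetate pH 5.5, 0.005% Tween-20, 10 mM MgCl2 / Compound dosing: one concentration, 20 µM, with 1.0% DMSO / Incubation: 45 min room-temperature reaction, 5 min colour, 30 min stabiliser / Detection: colorimetric free-phosphate detection, absorbance 630 nm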
NadD inh – inhibitors of Staphylococcus aureus NadD. purified NadD enzyme, colorimetric absorbance read-out. inhibition, % at 20 µM. hit rate 0.78% among 360,000. AID 602399; in the data active = inhibition above about 26%; also: some compounds past the cut are filed as inactive
Starred values were filed as active, the others as inactive; i = inactive; nt = no result given; + = active, no number. Compounds were not picked by outcome; any-hit rate near 3.6%.

SMILES	STEP inh	PABP1 MLLE inh	DNMT1 inh	CSN deneddyl inh	SUMO1 PPI mod	LMPTP block	TbMetRS inhib	Rpn11 block	Scp1 inh	NadD inh
COc1ccc2cc(Br)ccc2c1CC(=O)N1CCCC1	-3	-12	0	-5	-23	-1.4	0.5	i	-12	3
CC(=O)n1cc(N(C(=O)CCl)c2ccc(Cl)cc2)c2ccccc21	0	-2	22	1	2	-0.5	-0.2	i	-8	-8
CCNC(=O)NC(=O)CSc1cccc(C(F)(F)F)c1	4	6	-3	2	4	-1.1	-0.3	i	-8	3
c1ccc(COc2ncnc3c2ncn3CCCN2CCN(c3ncccn3)CC2)cc1	-2	-18	0	-3	3	-1.1	-1.9	i	nt	-1
CCc1nnc(SCC(=O)Nc2nccs2)n1CC	3	-3	-2	-2	7	-1.3	-0.5	i	3	-3
CC(=O)Cc1nsc(Nc2ccc(F)cc2)n1	0	3	2	-7	3	0.3	-1.2	i	-2	-4
Nc1cccc(CCc2nc3cc4ccccc4cc3[nH]2)c1	-2	-41	-10	0	-16	0.3	4.4	i	-40	-4
Cc1ccc2ccc(C(Nc3ccccc3)c3ccc(C(C)C)cc3)c(O)c2n1 (stereo not given)	nt	nt	nt	-7	-4	7.0	0.1	nt	nt	nt
COC(=O)[C@]1(Cc2ccccc2)N[C@H](CN(C)S(=O)(=O)c2ccc(OC)cc2)[C@@H]2C(=O)N(C)C(=O)[C@@H]21	-2	4	2	-1	4	-1.9	-0.9	i	4	-2
CC(C)(C)c1ccc(CC(=O)N2CCC2(C)C(=O)NCCC#N)cc1 (stereo not given)	-1	-5	2	3	-4	-1.5	-0.5	i	nt	-1
Cc1nn(CCCC(=O)NCc2ccccc2Cl)c(=O)c2nccn12	-2	7	2	1	2	-0.5	1.5	i	-14	-4
COCCNC(=O)c1ccc(NS(=O)(=O)c2ccc3[nH]c(=O)[nH]c3c2)cc1	-1	-6	5	-3	-7	-1.5	-0.3	i	-5	7
O=C(Cc1c(Cl)cccc1Cl)Nc1ccncc1Cl	0	-2	0	-1	-19	0.0	-0.6	i	-2	3
Brc1ccc(OCCOCCOc2cccc3cccnc23)cc1	2	-1	-3	2	-8	0.6	-0.2	i	-4	1
COC(=O)c1ccc(C(=O)OC)c(NC(=O)CN2CCN(c3ccccc3OC)CC2)c1	0	14	-2	7	-2	2.4	-0.8	i	-3	-5
Cc1cc(C)n(CCCC(=O)O)n1	0	3	-3	-3	2	-1.4	-1.4	i	5	-1
Cn1nnc(NC(=O)c2cccc([N+](=O)[O-])c2)n1	-1	1	2	5	-22	-1.3	-0.4	i	-15	-9
COc1ccc(NC(=S)N2CCN(CCN=CC3=C(O)CC(c4ccccc4)CC3=O)CC2)cc1 (stereo not given)	2	-75	4	-8	1	-2.8	-0.5	i	-10	0
Cc1ccc(N2C(=O)N3[C@H](c4cccc(C)c4)[C@@H]4C(=O)N(Cc5ccccc5)C(=O)[C@@H]4[C@]3(C)C2=O)cc1	-2	-5	-6	3	3	-0.8	0.0	i	-18	3
C=CCN(C(=O)CNC(=O)c1ccco1)C(C(=O)NC1CCCCC1)c1ccccc1 (stereo not given)	2	-5	2	-4	0	-1.3	0.2	i	-5	-2
O=C(NC1CCCCC1)c1cccc(N2C(=O)CCC2=O)c1	0	-10	0	3	-1	-0.6	-0.4	i	-7	-1
Nc1ccc(C#Cc2c(-c3ccsc3)oc3ccc(N4CCOCC4)cc23)cc1	0	-13	-41	1	-1	0.3	-0.4	i	14	19
CC1(C(=O)NCC2CCOCC2)Cc2c(-c3cccc(C(F)(F)F)c3)ccnc2O1 (stereo not given)	1	0	84*	5	-4	-1.1	-0.1	i	nt	0
Cc1ccc(C2(C)NC(=O)N(CC(=O)NCc3ccccc3Cl)C2=O)cc1 (stereo not given)	0	4	0	4	-1	-0.3	2.0	i	-18	-6
CCCCN1CC[C@H]2C=CC[C@@H](C(=O)NCc3ccc(OC)cc3)[C@H]2C1=O	0	0	2	4	1	0.5	-0.3	i	1	7
Cc1cc(C(=O)NCc2ccco2)no1	-3	-11	4	0	0	-1.0	-0.6	i	-4	-11
CC(=O)Nc1ccc(NC(=O)CN(c2ccc(C(C)C)cc2)S(=O)(=O)c2ccccc2)cc1	1	-13	0	5	1	0.9	0.0	i	-5	3
COc1cccc(/C=N/NC(=O)c2ccc(-c3ccccc3)cc2)c1O	1	-2	18	3	2	14	-1.0	i	0	15
COc1cccc(CC(=O)Nc2nccs2)c1	-4	-3	0	-3	0	-2.4	-1.5	i	-2	-2
Cc1ccc(OCC(=O)Nc2sc3c(c2C#N)CCC3)cc1	2	1	-1	-1	-1	0.2	-0.9	i	-5	-9
COc1ccc(Cl)cc1N(C(C)C(=O)NC1CCCC1)S(C)(=O)=O (stereo not given)	2	-3	-1	-5	0	-0.7	-0.5	i	-5	2
CCCCC(CC)CNC(=O)CN1C(=O)NC2(CCc3ccccc32)C1=O (stereo not given)	-1	-15	2	1	-4	-0.3	-0.2	i	-12	-6
CC(Oc1ccc2c3c(c(=O)oc2c1)CCC3)C(=O)NCCCn1ccnc1 (stereo not given)	-2	6	1	2	-4	-0.1	0.7	i	0	0
Cc1ccc(Cl)cc1N1C(=O)CC(Sc2ccccc2N)C1=O (stereo not given)	-3	-5	21	2	6	-1.0	0.0	i	nt	4
CC(C)c1ccc(N2C(=O)CC(Sc3nc4ccccc4o3)C2=O)cc1 (stereo not given)	2	-53	-3	4	0	-0.8	0.4	i	-10	-1
COc1cc(C(=O)NCCNC(=O)c2cnccn2)cc(OC)c1OC	0	-3	-1	-1	3	1.2	-0.2	i	-3	3
COc1ccc(NC(=O)CCn2c(=S)[nH]c3ccccc3c2=O)cc1Cl	23	-72	54*	15	13	49*	0.5	+	nt	7
O=C(C1CCN(S(=O)(=O)c2ccccc2)CC1)N(CCc1ccccc1)Cc1ccco1	0	-5	-3	2	0	2.4	-0.3	i	-8	0
O=C1CCC(=O)N1CCOP1(=O)COc2ccccc2OC1	-4	-2	2	3	3	-0.4	-1.0	i	-10	6
Cc1cc(NC(=O)Cc2cccs2)no1	9	-10	111*	33	8	55*	0.9	nt	84*	24

Part of the list above in order of count of non-hydrogen atoms, low to high.
SMILES	STEP inh	PABP1 MLLE inh	DNMT1 inh	CSN deneddyl inh	SUMO1 PPI mod	LMPTP block	TbMetRS inhib	Rpn11 block	Scp1 inh	NadD inh
Cc1cc(C(=O)NCc2ccco2)no1	-3	-11	4	0	0	-1.0	-0.6	i	-4	-11
O=C(Cc1c(Cl)cccc1Cl)Nc1ccncc1Cl	0	-2	0	-1	-19	0.0	-0.6	i	-2	3
CC(Oc1ccc2c3c(c(=O)oc2c1)CCC3)C(=O)NCCCn1ccnc1 (stereo not given)	-2	6	1	2	-4	-0.1	0.7	i	0	0

Going on with the list:
SMILES	STEP inh	PABP1 MLLE inh	DNMT1 inh	CSN deneddyl inh	SUMO1 PPI mod	LMPTP block	TbMetRS inhib	Rpn11 block	Scp1 inh	NadD inh
O=C(Nc1cccc([N+](=O)[O-])c1)c1ccn[nH]1	-1	3	2	-5	-21	-1.7	-0.7	i	-12	-6
COC(=O)Cn1cc(/C=N/NC(=O)COc2cccc3cccnc23)c2ccccc21	-2	-5	8	-7	-4	-0.4	0.2	i	-1	-1
COCCn1nnnc1C(c1ccccn1)N1CCN(c2cc(C)ccc2C)CC1 (stereo not given)	1	11	-2	-1	0	-3.3	-0.2	i	-3	-3
CCOc1ccc(OCC)c(NC(=O)C2CCCN(S(=O)(=O)c3cnc[nH]3)C2)c1 (stereo not given)	2	-4	-4	-1	0	-1.6	-0.2	i	-12	-5
COc1ccc(C=C2NC(=O)NC2=O)cc1O	-1	-8	-3	3	-28	-3.6	-0.2	i	nt	-5
O=C(Nc1nccs1)c1ccccc1[N+](=O)[O-]	11	12	-4	3	7	-1.6	0.5	i	0	-1
CCc1ccc(N=Nc2ccc(O)c3[nH]cnc23)cc1	1	-129	9	21	-26	11	-0.2	+	2	7
O=C1C(C23CC4CC(CC(C4)C2)C3)C(=O)N(c2ccccc2)N1c1ccccc1	-1	-6	0	-1	3	1.6	-1.0	i	-4	-4
COc1ccc(C[C@H]2CN3C(=NC[C@@H]3Cc3ccccc3)N2CCNC(=O)c2ccc(C)c(Br)c2)cc1	4	-1	23	2	-69	6.6	-0.2	i	5	13
COc1cc2c(cc1OC)CN(C(=O)CCN1C(=O)C3CCCCC3C1=O)CC2 (stereo not given)	-3	5	5	-4	-1	-0.1	-1.0	i	-2	-1
O=C(NCc1ccco1)c1ccc(COc2ccccc2[N+](=O)[O-])o1	2	8	3	-5	-12	0.8	0.1	i	-8	1
Cc1ncc(NS(=O)(=O)c2ccc(N)cc2)nc1C	11	-1	2	-3	1	-0.3	-0.1	i	-7	-1
CC(C)Oc1ccc(F)cc1-c1cc(C(=O)NC2CCCCC2)[nH]n1	-1	6	1	-1	-1	2.6	0.0	i	nt	2
CCCN(CC(=O)Nc1ccccc1C)C(=O)c1cc(=O)[nH]c2ccccc12	1	-5	1	-6	-1	-1.1	-0.1	i	-2	-8
Cc1ccc(NC(=O)/C(CN(C)C)=N\O)cc1	-2	-20	1	1	-1	-0.5	-2.4	i	-5	0
Cc1cccc(NC2(C(F)(F)F)N=C3SCCN3C2=O)n1 (stereo not given)	2	40*	8	1	1	-0.9	0.0	i	-12	4
CC(=O)Nc1ccc(-c2csc(NC(=O)Nc3ccccc3)n2)cc1	-2	26	-18	-4	7	2.3	1.8	i	-2	2
O=C(COc1ccc2ccccc2c1)NNC(=O)Cc1ccccc1	2	7	12	1	-7	4.0	0.0	i	26	0
CCCNC(=O)C1CC(c2ccccc2[N+](=O)[O-])=NO1 (stereo not given)	-3	-3	3	-5	-12	0.9	0.2	i	-9	2
CC(C)(C)NC(=O)c1ccc2c(c1)N(CC(=O)N1CCCC1)C(=O)C(C)(C)O2	0	-9	2	-1	11	-2.1	-0.4	i	1	0
Cc1ccc(-n2nc(C)c(/C=N/n3c(C)n[nH]c3=S)c2Cl)cc1	1	-52	1	-13	38*	-0.5	-0.2	i	-10	-5

Screening results deposited in PubChem BioAssay by several laboratories.
